# Assay outcomes (PubChem BioAssay)
# NPR2 activator: GC-B (human) receptor activation | HEK293-GC-B cells, CNP EC30, cGMP TR-FRET; 0% at EC30 CNP, 100% saturating CNP | activation, % at 10 µM | hit rate 0.11% among 370,000;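 active = activation at 10 µM reaching about 35% in either raw or pattern-adjusted values, limit read from the data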
# Target sequence (P20594 whole entry, looked up): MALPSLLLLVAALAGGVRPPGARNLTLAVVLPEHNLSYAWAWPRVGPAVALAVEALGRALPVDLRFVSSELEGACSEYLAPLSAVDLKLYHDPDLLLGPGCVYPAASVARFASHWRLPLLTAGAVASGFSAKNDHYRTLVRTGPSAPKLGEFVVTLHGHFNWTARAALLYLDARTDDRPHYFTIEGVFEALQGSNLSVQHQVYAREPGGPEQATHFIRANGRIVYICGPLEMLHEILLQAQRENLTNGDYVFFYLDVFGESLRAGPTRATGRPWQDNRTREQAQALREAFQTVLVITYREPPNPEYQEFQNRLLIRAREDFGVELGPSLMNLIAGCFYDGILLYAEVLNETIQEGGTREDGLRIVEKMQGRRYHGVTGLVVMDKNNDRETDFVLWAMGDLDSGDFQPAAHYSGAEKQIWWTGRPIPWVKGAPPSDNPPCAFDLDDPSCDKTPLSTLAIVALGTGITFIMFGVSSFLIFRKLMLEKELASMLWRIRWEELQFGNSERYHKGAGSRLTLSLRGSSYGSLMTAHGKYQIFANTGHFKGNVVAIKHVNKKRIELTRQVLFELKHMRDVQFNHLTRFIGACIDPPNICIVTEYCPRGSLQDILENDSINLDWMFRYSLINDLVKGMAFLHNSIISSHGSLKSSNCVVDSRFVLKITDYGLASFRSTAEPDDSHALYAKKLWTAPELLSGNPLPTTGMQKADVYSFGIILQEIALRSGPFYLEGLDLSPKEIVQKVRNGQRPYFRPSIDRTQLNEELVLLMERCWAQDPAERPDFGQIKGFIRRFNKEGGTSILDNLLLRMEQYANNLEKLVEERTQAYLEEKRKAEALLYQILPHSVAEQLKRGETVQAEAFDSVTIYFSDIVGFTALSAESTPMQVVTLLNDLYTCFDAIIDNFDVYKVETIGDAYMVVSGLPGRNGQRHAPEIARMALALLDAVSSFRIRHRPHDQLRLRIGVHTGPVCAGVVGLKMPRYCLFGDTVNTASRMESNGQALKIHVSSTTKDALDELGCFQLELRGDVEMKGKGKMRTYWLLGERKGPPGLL
# hgDAF-12 ag: hgDAF-12 agonism, primary luciferase screen | HEK293 GAL4-hgDAF12 UAS-luciferase reporter, agonist luminescence; normalized to butyrate control | activation, % at 6.8 µM | hit rate 1.8% among 370,000 | AID 687014;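 active = activation above a cutoff set at the mean of all screened compounds plus 3 SD, cut at about 10% in these data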;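 also: 0% = DMSO wells and 100% = sodium butyrate wells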
# NPR1 activator: GC-A (human) enzyme activation; P16066; HEK293 GC-A cells, cGMP TR-FRET, EC30 ANP; 0% at EC30 ANP, 100% saturating ANP; activation, % at 10 µM; hit rate 0.14% among 370,000; AID 1671463; in the data active = activation above about 40%
# DAX1 inh-1: inhibitors of DAX1 repression of SF-1 activated StAR promoter. HEK293T StAR-luciferase reporter, SF-1/DAX-1 repression relief. inhibition, % at 6.8 µM. hit rate 1.1% among 370,000. AID 652010;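 active = inhibition above the mean over all tested compounds plus 3 SD, cut at about 3.6% in these data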;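 also: 0% = DAX-1 cells with DMSO and 100% = cells lacking DAX-1 with DMSO; higher inhibition means more luminescence from relief of DAX-1 repression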
# proKLK7 act: activates the human kallikrein-7 zymogen; P49862; purified proKLK7, EDANS-DABCYL substrate fluorescence; 100% is mature enzyme control, 0% vehicle; activation, % at 7 µM; hit rate 0.9% among 370,000;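 active = activation above the mean of all tested compounds plus 3 SD, computed per campaign excluding outliers beyond control limits, cut at about 13% in these data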
# sPLA2-III inh: Inhibits HGIII-sPLA2 liposome hydrolysis, primary screen. Q9NZ20. QFRET BODIPY PC-A2 liposome hydrolysis, fluorescence. inhibition, % at 12.2 µM. hit rate 0.56% among 370,000. AID 743126;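 active = inhibition above mean plus 3 SD of compounds lying within the high and low control bounds, cut at about 19% in these data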;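 also: 0% = median of test compound wells and 100% = no enzyme DMSO wells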
# ssDAF-12 act: activates DAF-12 receptor from parasite S. stercoralis; activation, % at 6.8 µM; HEK293 ssDAF-12/GRIP1 lit1-tk-luc reporter, luminescence; % of 3 µM dafachronic acid response; hit rate 1% among 370,000;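 active = activation above the mean over all tested compounds plus 3 SD, cut at about 0.9% in these data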;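 also: 0% = DMSO-only wells and 100% = 3 µM delta7-dafachronic acid wells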
# SMARCA2 act: activators of SMARCA2 function; MG213 cells, MMTV-luciferase reporter, dexamethasone, overnight; activation, % at 9.1 µM; hit rate 1% among 370,000; AID 652017; in the data active = activation above about 7.8%;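 also: 0% = vehicle wells and 100% = reference activator wells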
# GAA850 FXN act: activators of GAA850 frataxin (FXN) promoter | activation, % at 6 µM | HEK293 lucGAA850 FXN promoter luciferase reporter, 24 h; percent of 10 µM SAHA response | AID 540364 | hit rate 0.56% among 360,000;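 active = activation above the average of all compounds screened plus 3 SD, cutoff fixed separately per campaign, cut at about 7.5% in these data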;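 also: 0% = DMSO wells and 100% = 10 µM SAHA wells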
# DAX1 inh-2: inhibitors of human orphan nuclear receptor DAX1 (NR0B1). AID 504766. hit rate 0.99% among 340,000. HEK293 Gal4-DAX1 luciferase reporter, luminescence. P51843. inhibition, % at 6.75 µM;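 active = inhibition above the mean over all tested compounds plus 3 SD, cut at about 4.2% in these data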;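 also: 0% = DAX1-transfected cells with DMSO and 100% = empty-vector control cells with DMSO; inhibition shows as a rise in luminescence from relieved DAX1 repression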
# hcDAF12 agonist: activators of H. contortus DAF-12 nuclear receptor; hit rate 1.4% among 370,000; HEK293 hcDAF-12 lit1-tk-luc reporter, luminescence; 0% DMSO, 100% Δ7-dafachronic acid; AID 652067; activation, % at 6.8 µM;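 active = activation above the mean of all tested compounds plus 3 SD, cut at about 5.5% in these data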;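 also: 100% = response to 3 µM Δ7-dafachronic acid high control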
# An asterisk follows results filed as active; . = no result given.
SMILES,NPR2 activator,hgDAF-12 ag,NPR1 activator,DAX1 inh-1,proKLK7 act,sPLA2-III inh,ssDAF-12 act,SMARCA2 act,GAA850 FXN act,DAX1 inh-2,hcDAF12 agonist
COC(=O)c1nn(-c2ccc(OC)cc2)c(=O)c2c(N)sc(C)c12,0,-0.3,1,-0.5,0.4,10,-0.7,-3,0.7,0.3,-3.1
COc1ccc(CC(=O)NC(=S)Nc2cccc(CO)c2)cc1,-18,-0.1,-2,-0.3,0.0,9,-0.9,-4,0.7,.,-0.7
CN(C(=O)COc1ncnc2ccc(Br)cc12)C1CCCCC1,-3,3.7,-1,0.1,1.1,1,-1.4,0,0.5,0.7,0.1
COc1ccc(NC(=O)Cc2nnc(SCC(=O)NC3CCCCC3)n2C)cc1,-1,-0.4,4,-0.1,-0.5,4,-0.6,0,-0.5,0.9,1.6
Cc1cc(NC(=O)CSc2nc3ccccc3c(=O)n2Cc2ccccc2)no1,15,-1.7,14,-0.2,0.1,1,-1.2,-3,-2.0,-0.2,0.4
O=C(CN1C(=O)COc2ccccc21)Nc1ccccc1F,-1,-1.1,2,-0.1,0.2,6,-1.2,-1,0.4,-1.3,0.5
CCOC(=O)N1CCN(C(=S)NC(C)(C)C)CC1,1,1.9,1,0.7,-0.2,-2,-1.3,1,-1.6,5.2*,-1.5
CCNc1nc(OCCNS(=O)(=O)c2cc(C)ccc2C)nc(N(C)C)n1,-6,-1.7,0,-0.2,0.1,-1,-1.8,3,3.3,-0.6,-2.2
C=CCOc1ccc(/C=N\NC(N)=S)cc1,-6,-1.0,-10,-1.1,0.0,11,-0.6,-4,0.8,-0.7,1.7
CC1(NC(=S)Nc2ccc3ccccc3c2)CCS(=O)(=O)C1 (stereo unspecified),0,1.1,1,1.4,-0.1,2,0.5,-2,1.3,-0.7,4.9
O=c1c2ccccc2ncn1CCCOc1ccccc1[N+](=O)[O-],3,8.3,-4,2.1,0.3,0,-0.8,6,6.2,1.4,-0.2
CCc1ccc2c(CN3CCOCC3)cc(=O)oc2c1,0,1.7,-2,-0.2,0.3,2,-1.0,1,3.0,0.7,-0.9
Cc1ccc(-c2noc(-c3ccccc3C(=O)N3CCN(C)CC3)n2)cc1,1,4.4,0,1.0,0.3,3,-0.2,3,4.5,0.2,6.6*
Cc1ccc(S(=O)(=O)NC2CC2)s1,1,1.8,4,0.7,-0.7,6,-0.4,-2,1.8,-0.2,-1.8
CCOC(=O)c1ccc(NC(=O)c2cccc(S(=O)(=O)N3CCOCC3)c2)cc1,0,-6.2,0,-2.1,0.4,-16,-1.8,-2,-4.4,-5.0,-4.7
CCCCOc1ccc(C(=O)Nc2ccc(S(=O)(=O)Nc3onc(C)c3C)cc2)cc1,4,-0.3,-1,2.2,-0.5,-50,-0.8,-1,-0.8,-0.1,-1.0
O=C(OCC(=O)N1CCN(c2ccccc2)CC1)c1cccs1,0,-0.8,1,0.5,-0.1,0,-0.9,-1,1.8,0.4,-1.6
COc1ccc(NC(=O)c2cc(C3CCCCN3S(C)(=O)=O)on2)c(C)c1 (stereo unspecified),4,-1.4,-1,0.5,-0.4,0,-1.0,-2,-0.7,.,-0.9
N#Cc1ccc(Cl)cc1NC(=O)CNc1cccc(S(=O)(=O)N2CCCC2)c1,-5,-0.1,-5,1.5,0.7,1,0.0,-4,0.3,-0.3,2.4
O=C(CSc1ccc2nnc(-c3cccnc3)n2n1)c1ccccc1,-4,-0.8,2,0.1,-0.2,-9,-1.7,3,0.2,-1.0,-1.0
O=C(CSc1nc(-c2ccco2)cc(C(F)(F)F)n1)Nc1ccccc1C(F)(F)F,4,-1.4,-5,0.3,-0.2,0,-1.8,-3,-3.4,2.2,-1.6
CSc1nc2c(c(=O)[nH]c(=O)n2C)n1Cc1ccc(Cl)cc1,1,0.0,-1,-0.1,-0.4,5,-1.9,4,3.4,0.7,-1.9
CC1(C)CC(CC(=O)Nc2ccccn2)C(=O)O1 (stereo unspecified),4,1.8,4,-0.7,0.4,-1,-1.5,-3,0.1,-0.1,-0.8
O=C(Nc1ncccn1)c1cccs1,4,2.8,2,0.3,0.6,1,-0.2,-2,-2.2,0.9,-0.7
O=C(CSc1cccc[n+]1[O-])Nc1ccc2c(c1)OCO2,1,-1.1,-4,0.7,0.0,5,-1.3,6,-0.3,0.5,1.0

# (listing goes on)
SMILES,NPR2 activator,hgDAF-12 ag,NPR1 activator,DAX1 inh-1,proKLK7 act,sPLA2-III inh,ssDAF-12 act,SMARCA2 act,GAA850 FXN act,DAX1 inh-2,hcDAF12 agonist
COCC(C)n1c(SCC(=O)Nc2oc(C)c3c(C)n[nH]c(=O)c23)nc2ccccc2c1=O (stereo unspecified),1,-0.2,0,0.5,-1.2,1,-1.5,0,2.4,0.3,-1.1
Cc1csc(NC(=O)C2CCC(C)(C(=O)O)C2(C)C)n1 (stereo unspecified),-4,1.9,3,1.1,0.7,-2,-1.0,0,-1.8,-0.3,0.5
CC(C)(C)N(Cc1cn(CC2CCCCC2)nn1)S(=O)(=O)c1ccccc1Br,6,2.1,-1,-0.9,0.2,-1,-1.3,-5,.,.,-4.2
Cc1nn(C)cc1CNC(=O)COc1ccc(Cl)cc1Cl,1,-1.1,-4,0.1,0.4,3,-1.4,-1,0.9,0.7,-1.5
COc1ccc(C(=O)N[C@H](C(=O)NCc2cccs2)C(C)C)cc1,.,0.7,.,-0.8,-0.3,4,-1.2,-3,0.6,0.0,-2.5
CCC(=O)c1ccc(OCC(=O)N2CCc3cc(OC)c(OC)cc3C2)cc1,-1,-1.5,0,-1.4,0.8,-3,-0.8,-2,3.1,0.1,-0.5
CN(C(=O)CNC(=O)c1ccccc1OCC(=O)Nc1ccc(I)cc1)c1ccccc1,4,-2.0,0,-2.5,1.1,-1,-1.6,-2,.,.,-2.1
Cc1cccc(-c2nc(CNC(=O)c3ccco3)cs2)c1,-3,4.5,-3,2.2,0.3,-8,-0.8,1,5.3,0.3,-2.5
CCN1CCN(C(c2cccs2)C(C)NS(=O)(=O)c2ccccc2)CC1 (stereo unspecified),1,6.8,1,1.0,-0.5,-5,-1.1,-2,-0.1,0.7,0.2
O=C(CCC1CCCC1)N[C@@H](Cc1ccc(O)cc1)C(=O)O,-1,-1.7,1,0.0,-0.1,-2,-1.6,0,-0.1,-1.2,-0.1
COc1ccccc1NC(=O)N(C)C[C@@H]1OCc2cnnn2CCCC(=O)N([C@H](C)CO)C[C@H]1C,1,0.0,3,0.4,-0.5,-1,-0.7,-2,-0.1,-0.5,-2.6
Clc1nc(Oc2ccccc2)nc(-c2cn(-c3ccccc3)c3ccccc23)n1,-4,1.3,-3,0.4,1.2,1,-0.6,1,-1.9,3.2,2.4
COc1ccc(-c2ccnc(SCC(=O)c3ccc(Cl)cc3)n2)cc1,0,-1.2,-1,-0.8,-0.5,-24,-1.1,-2,4.4,-0.7,0.7
O=C(N/N=C/c1ccc(OC2CSC2)cc1)c1ccccc1,-5,4.7,-2,4.2*,-0.4,9,-0.2,6,8.1*,1.9,1.9
c1ccc(Cn2c(-c3ccccc3)nc3nc4ccccc4nc32)cc1,1,0.6,-4,0.2,-1.4,8,-1.1,-3,1.3,0.0,-0.6
O=C(NCCCN1CCOCC1)c1cc(-c2cccc(Br)c2)nc2ccccc12,-9,-1.2,2,-1.0,-0.1,-10,-0.8,-4,0.7,0.4,1.3
Cc1csc(/C(=N/OC(=O)c2ccco2)C(N)=O)n1,9,0.5,3,0.4,-0.5,-4,-0.6,-6,-1.4,0.7,2.3
COc1ccc(N2CC(O)(c3ccc(OC(F)F)cc3)[N+]3=C2CCCC3)cc1 (stereo unspecified),-3,-0.6,-1,-0.2,0.2,1,-1.9,-2,1.2,0.1,1.6
Cc1cc(N2C(=O)C(O)=C(C(=O)c3cccs3)C2c2cccc(Br)c2)no1 (stereo unspecified),-1,-1.9,7,0.7,-0.2,8,-0.6,-2,0.2,0.6,-0.6
COc1ccc(OCC(=O)OCC(=O)NC2CCCCC2C)cc1 (stereo unspecified),-2,1.4,0,-0.2,0.5,5,-1.2,-2,-1.5,1.0,-1.7
O=C(NC(CO)(CO)CO)[C@@H]1CCCN1S(=O)(=O)c1cccc2cccnc12,0,1.1,1,-0.1,0.4,10,-1.3,2,0.4,0.5,-1.2
CCc1ccccc1NC(=S)NC1CC2CCC(C1)N2Cc1ccco1 (stereo unspecified),1,-0.2,-1,-0.3,-0.4,21*,-1.4,-1,-3.5,0.0,-1.5
C#Cc1cccc(Nc2nc(NCc3ccccc3)nc3ccsc23)c1,6,4.8,7,-2.5,-1.6,-17,-1.4,-5,3.2,.,-1.9
O=C(OCC(=O)c1ccc[nH]1)c1ccc(S(=O)(=O)C(F)F)cc1,8,-0.2,-1,1.2,-0.7,1,-1.1,-2,-0.8,0.3,2.5
CCOC(=O)CNC(=O)CSc1nnc(CCc2nc3ccccc3[nH]2)n1C,7,-0.8,0,-0.2,0.4,0,-0.7,-4,0.2,0.5,-0.8
O=C(Nc1ccc2nn(-c3ccccc3)nc2c1)c1cccnc1,-1,2.7,9,0.8,-0.6,-22,-1.5,3,3.0,-0.2,-0.9
CC(=NCc1ccc2c(c1)OCO2)C1=C(O)c2ccccc2C1=O,2,-0.2,6,0.4,-0.5,2,-1.2,-2,2.8,1.6,-1.0
Cc1ccnc(SCCn2c(Br)nc3c2c(=O)[nH]c(=O)n3C)n1,-4,0.4,3,0.1,-0.5,2,-0.9,3,-1.3,1.7,0.2
CCN(CC)CCCNC(=O)c1sc2nc(-c3ccc(F)cc3)cn2c1C,-2,1.7,5,0.2,0.3,0,-1.4,-1,4.3,0.3,-0.8

# Pulled one by one from the list above (six):
SMILES,NPR2 activator,hgDAF-12 ag,NPR1 activator,DAX1 inh-1,proKLK7 act,sPLA2-III inh,ssDAF-12 act,SMARCA2 act,GAA850 FXN act,DAX1 inh-2,hcDAF12 agonist
Cc1ccc(S(=O)(=O)NC2CC2)s1,1,1.8,4,0.7,-0.7,6,-0.4,-2,1.8,-0.2,-1.8
CCOC(=O)c1ccc(NC(=O)c2cccc(S(=O)(=O)N3CCOCC3)c2)cc1,0,-6.2,0,-2.1,0.4,-16,-1.8,-2,-4.4,-5.0,-4.7
Cc1ccc(-c2noc(-c3ccccc3C(=O)N3CCN(C)CC3)n2)cc1,1,4.4,0,1.0,0.3,3,-0.2,3,4.5,0.2,6.6*
O=C(CN1C(=O)COc2ccccc21)Nc1ccccc1F,-1,-1.1,2,-0.1,0.2,6,-1.2,-1,0.4,-1.3,0.5
c1ccc(Cn2c(-c3ccccc3)nc3nc4ccccc4nc32)cc1,1,0.6,-4,0.2,-1.4,8,-1.1,-3,1.3,0.0,-0.6
O=C(CSc1ccc2nnc(-c3cccnc3)n2n1)c1ccccc1,-4,-0.8,2,0.1,-0.2,-9,-1.7,3,0.2,-1.0,-1.0
